# p-CIP stab down: lowers stability of the mouse p/CIP coactivator protein. Q05BA5. F442A p/CIP-EGFP cells, EGFP fluorescence, 16 h. decrease of EGFP signal, % at 10 µM. 0.01% of 290,000 active. AID 1984;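 active = EGFP signal decrease of at least 30% at 10 µM or well 3 SD below plate mean, unless failing retest; inactive = the rest, including hits failing retest or dose response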; note: some compounds called inactive have numbers as strong as hits; many of its hits are not listed in these tables
# IDE act: IDE (human) activation, cell-based; P14735; HEK cells, FAbeta-B cleavage, fluorescence polarization; 0% vehicle, 100% cell-free pure enzyme wells; activation, % at 5.96 µM; 0.073% of 340,000 active; AID 493087;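 active = activation above the mean of all tested compounds plus 3 SD, set per screening campaign, cut at about 17% in these data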
# SUMO HTRF inh: inhibitors of human SUMOylation (UBC9); P63279; HTRF SUMOylation assay, SAE1/SAE2 + UBC9, in vitro; inhibition, % at 35 µM; 0.36% of 290,000 active; AID 2006; in the data active = inhibition above about 50%, passing the limit was not always enough; note: strong numbers were not always called active
# MEKK3 PB1 HTS: modulators (inhibitors or enhancers) of MEK5 binding to human MEKK3 PB1 domain. Q99759. bead-based flow cytometry, Alexa488-MEK5 binding to MEKK3; actives lie on both sides; 0 = blocked by unlabeled MEK5, 100 = vehicle. binding response (% of control), % at 10 µM. 1.4% of 290,000 active. AID 1529;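 active = binding response more than 3 SD above or below the average of its plate-row segment, actives on both sides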;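 note: Alexa488 bead fluorescence after subtracting the streptavidin-only scavenger bead signal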
# Target sequence (Q99759 whole entry, looked up, the tested form may be a part): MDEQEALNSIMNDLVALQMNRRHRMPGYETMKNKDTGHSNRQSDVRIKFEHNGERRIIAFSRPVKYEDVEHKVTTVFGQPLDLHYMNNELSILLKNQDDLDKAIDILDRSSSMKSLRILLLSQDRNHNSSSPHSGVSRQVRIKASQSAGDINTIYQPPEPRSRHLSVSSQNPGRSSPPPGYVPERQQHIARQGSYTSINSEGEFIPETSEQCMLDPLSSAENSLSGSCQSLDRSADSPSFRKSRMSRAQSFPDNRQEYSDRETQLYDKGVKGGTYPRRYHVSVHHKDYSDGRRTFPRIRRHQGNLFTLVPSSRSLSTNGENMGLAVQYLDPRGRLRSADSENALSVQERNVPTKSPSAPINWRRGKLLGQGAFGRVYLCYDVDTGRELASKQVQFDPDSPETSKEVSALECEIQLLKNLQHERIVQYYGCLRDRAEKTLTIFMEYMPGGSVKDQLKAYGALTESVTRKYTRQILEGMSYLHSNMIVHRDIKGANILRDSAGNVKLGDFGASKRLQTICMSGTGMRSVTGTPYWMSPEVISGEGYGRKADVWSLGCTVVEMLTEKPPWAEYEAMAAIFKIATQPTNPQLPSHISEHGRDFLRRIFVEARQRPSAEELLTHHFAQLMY
# FID counter: displaces DNA intercalator in HCV helicase counter-screen | DNA fluorescent intercalator displacement, fluorescence | inhibition, % at 7.9 µM | 0.17% of 290,000 active | AID 1845; in the data active = inhibition above about 37%;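 note: 0% = vehicle and 100% = reference compound; higher means more ethidium bromide displaced from hairpin DNA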
# NS3 helicase inh: blocks Hepatitis C virus NS3 helicase unwinding; 0.56% of 290,000 active; inhibition, % at 10.9 µM; NS3 helicase DNA unwinding, Cy5 molecular beacon fluorescence;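 active = inhibition above the mean of all tested compounds plus 3 SD, set per campaign, cut at about 35% in these data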;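 note: 0% = DMSO wells and 100% = thioflavine S control wells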
#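 Assay system – hepatitis C virus NS3 helicase domain fragment enzyme · Buffer or medium – MOPS pH 6.5, MgCl2, DTT, Tween20, BSA · Reagent – Cy5/quencher beacon DNA duplex and ATP to start · Compound – single 10.9 µM dose · Timing – 1 h at 25 °C · Technique – Cy5 beacon fluorescence read at start and 1 h · Measure – % inhibition of unwinding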
# IMP-1 inh: inhibitors of Pseudomonas aeruginosa IMP-1 metallo-beta-lactamase | purified IMP-1, nitrocefin hydrolysis, epi-absorbance fluorescence | inhibition, % at 5.6 µM | 0.45% of 290,000 active | AID 1556;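 active = inhibition above the mean plus 3 SD of all compounds in the same screening run, cut at about 4.5% in these data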;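 note: 0% = IMP-1 with DMSO and 100% = DMSO wells lacking enzyme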
#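 Assay system: purified IMP-1; Quantity: IMP-1 0.2 nM before substrate addition; Medium: HEPES buffer pH 7.1 with ZnSO4 and Brij 35; Incubation: 15 min enzyme–compound preincubation, then 25 min nitrocefin reaction, 25 °C; Signal: fluorescence quenching readout, ex 480/em 530 nm; Controls: DMSO with and without IMP-1; Repeats: singlicate testing.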
# PHOSPHO1 inh: PHOSPHO1 (human) inhibition; Q8TCT1; recombinant PHOSPHO1, absorbance phosphatase assay; inhibition, % at 13.3 µM; 1.1% of 290,000 active; in the data active = inhibition above about 60%
# Target sequence (Q8TCT1 whole entry, looked up): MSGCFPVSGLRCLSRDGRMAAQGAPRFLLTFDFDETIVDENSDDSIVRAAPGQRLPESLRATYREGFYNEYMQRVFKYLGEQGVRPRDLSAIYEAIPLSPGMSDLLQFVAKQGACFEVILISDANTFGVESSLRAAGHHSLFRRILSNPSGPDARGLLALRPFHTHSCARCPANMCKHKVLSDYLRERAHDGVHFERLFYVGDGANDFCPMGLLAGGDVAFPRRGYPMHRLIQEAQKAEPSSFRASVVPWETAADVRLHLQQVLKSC
# VIM-2 inh: inhibitors of Pseudomonas aeruginosa VIM-2 metallo-beta-lactamase. purified VIM-2, nitrocefin hydrolysis, epi-absorbance fluorescence. AID 1527. inhibition, % at 5.6 µM. 0.89% of 290,000 active;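 active = inhibition above the mean of all tested compounds plus 3 SD, cutoff set per screening run, cut at about 7.5% in these data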;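 note: red hydrolysis product quenches plate fluorescence so inhibitors raise well fluorescence; 0% = enzyme with DMSO and 100% = DMSO without enzyme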
# The depositor's hits bear a star; x = not tested or not shown.
compound	p-CIP stab down	IDE act	SUMO HTRF inh	MEKK3 PB1 HTS	FID counter	NS3 helicase inh	IMP-1 inh	PHOSPHO1 inh	VIM-2 inh
Cc1noc(C)c1CNCc1ccccc1	-14	0	10	99	6	3	-0.5	35	1.6
COc1ccc(C(=O)Oc2cc(C)c(CN3CCOCC3)cc2C)cc1OC	-20	3	15	100	-8	-6	-2.2	41	-1.4
COc1ccc(-c2noc(-c3cccc(Cl)c3)n2)cc1OC	6	-1	-5	95	4	4	-1.9	2	-1.4
COc1cc(C)ccc1OCCOCCN(C)Cc1ccccc1	4	2	-6	91	27	-15	0.7	-9	-1.4
CCCOc1cccc(C(=O)Nc2cc(NC(=O)c3ccco3)ccc2OC)c1	-18	3	-2	104	-24	-16	-1.3	-1	-3.0
COc1ccc(CN2CCNC(=O)C2CC(=O)NC2CCCCCC2)c(C)c1C (stereo not given)	-6	-3	-2	107	-34	3	-2.0	23	-1.0
CCOc1cc(-c2nc(-c3cc(OC)c(OC)c(OC)c3)no2)cc(OCC)c1OCC	x	x	x	108	4	2	-3.7	x	-2.1
Cn1c(CCNC(=O)c2ccccc2F)nnc1SCC(=O)Nc1nncs1	4	3	3	101	-6	-1	-0.7	23	-0.5
C=CCn1c2ccccc2c(=O)c2cc(C#CC3(O)CCCCC3)ccc21	-6	1	-2	99	-33	-30	-1.1	-24	2.1
O=C(CCCCCCCC(=O)NCC1CCCO1)NCC1CCCO1 (stereo not given)	1	5	1	113	-1	17	-11	6	0.2
CCC(C)NC(=O)COc1ccc(OCc2ccccc2)cc1 (stereo not given)	-14	-4	-4	99	-36	1	-2.5	-44	-3.4
CCOC(=O)Cn1nnnc1CN(Cc1ccc(OC)cc1)Cc1cc2cc(C)ccc2[nH]c1=O	-2	-4	25	99	-4	0	-1.6	-14	-3.2
COc1cc(C(=O)Nc2cc(-c3ccccc3)[nH]n2)cc(OC)c1OC	0	-6	-1	105	x	x	x	11	x
COc1ccccc1OCCC(=O)OCC(=O)NCc1ccc(Cl)cc1	19	5	-3	106	-13	1	-2.8	4	-0.7
N=C1C(c2nc(-c3ccc(F)cc3)cs2)=C(O)CN1CCCN1CCOCC1	-1	1	5	103	13	-26	-0.1	-29	12*
CCCn1c(SCC(=O)c2cc(C)n(-c3ccc4c(c3)OCO4)c2C)n[nH]c1=O	-3	-5	12	98	-24	8	-2.0	2	-0.6
CCOC(=O)CSc1nc2sc3c(c2c(=O)n1-c1ccccc1)CCN(C(C)C)C3	-6	-2	12	102	-7	-75	-0.7	33	-0.3
OC(C#CCN1CCOCC1)c1cccs1 (stereo not given)	-5	2	-2	109	-4	4	-2.7	1	0.1
CC(C)(C)C(=O)NC(=S)Nc1cc(C(F)(F)F)ccc1N1CCOCC1	0	-2	-2	94	-10	2	-3.6	5	-0.2
Cc1ccc(CC2SC(N=C(N)N)=NC2=O)cc1 (stereo not given)	-5	6	2	92	-10	10	-0.6	37	1.1
CCOC(=O)N1CCN(C(=O)/C=C/c2c(C)nn(-c3ccc(F)cc3)c2Cl)CC1	-2	2	4	98	-11	14	-1.0	40	-0.8
COc1ccnc(Oc2ccc(F)cc2)c1C(=O)N/C=N/OCc1ccc(Cl)cc1Cl	9	1	27	103	-2	-23	-1.6	-8	-3.2
O=C(C1=C[C@@H](C2CC2)C[C@@H](OCCCCO)O1)N1CCN(Cc2ccccc2)CC1	-9	5	10	104	-25	-2	-2.8	-8	-1.1
O=C(Nc1ccccc1)/C(=C/c1cccnc1)NC(=O)c1ccccc1	-5	4	4	96	-5	10	-4.7	13	-3.0
O=C(Cn1ccc2ccccc2c1=O)NCCC(=O)NC1CCN(Cc2ccccc2)CC1	-2	2	-5	95	5	-3	-2.0	-10	-2.6

# The list continues:
compound	p-CIP stab down	IDE act	SUMO HTRF inh	MEKK3 PB1 HTS	FID counter	NS3 helicase inh	IMP-1 inh	PHOSPHO1 inh	VIM-2 inh
C/C(=N\NC(N)=O)c1ccc(Cl)cc1	12	-4	4	x	-2	0	-2.5	14	-3.0
N#Cc1ccccc1Cn1c(=O)n(CCC(=O)NCc2ccco2)c(=O)c2ccccc21	7	0	-13	91	-5	-1	-3.9	-12	-3.4
O=S(=O)(Nc1ncccn1)c1cc(Cl)ccc1Cl	2	0	-12	103	1	17	-1.8	3	-1.0
O=C(CNC(=O)c1ccc(N2C(=O)c3ccccc3C2=O)cc1)OCC(=O)c1ccccc1	3	1	-9	96	-5	-4	-2.8	-4	-2.4
COc1ccc(C(=O)NCC(=O)N/N=C/C=C/c2ccccc2)cc1OC	1	7	32	98	-19	-12	0.3	-7	-2.4
COc1ccccc1/C=N/NC(=O)CNC(=O)c1ccc(S(=O)(=O)N(C)C)cc1	7	2	11	102	-10	0	-6.7	24	-5.5
Cc1noc(C)c1C(=O)OC(C)C(=O)Nc1ccc(S(=O)(=O)NC(C)C)cc1 (stereo not given)	-1	-2	6	93	-12	-7	-2.9	-10	-0.2
Cc1cc(Cl)ccc1C(=O)C1CCCN(C(=O)CCn2cncn2)C1 (stereo not given)	-19	2	4	100	-28	3	-2.3	41	2.4
Cn1cnc2c1c(=O)n(Cc1cccc(Cl)c1)c(=O)n2C	-9	-7	-14	98	-12	2	-3.8	23	-1.6
O=C(CN1C(=O)c2ccccc2C1=O)Nc1ccc2c(c1)OCO2	-6	4	22	101	5	1	0.1	19	2.1
O=C(CN1CCN(c2ccc(Cl)cc2)CC1)NCc1cccs1	-26	7	4	107	-10	-9	-2.5	41	-1.3
Cc1ccc(-c2[nH]nc(N)c2N=Nc2ccccc2C)cc1	5	11	7	105	10	0	-3.9	35	-3.2
c1ccc(CNc2nc(-c3cccnc3)nc3ccccc23)cc1	-9	-5	-4	95	-27	9	-4.0	14	-2.3
Cc1c(NC(=O)c2cc(-c3ccco3)on2)c(=O)n(-c2ccccc2)n1C	-1	-5	-3	104	-4	2	-0.1	40	-1.2
Cc1nnn(C23CC4CC(CC(CC(=O)Nc5cccc(F)c5)(C4)C2)C3)n1	-6	5	4	97	-22	9	-2.4	20	-2.5
CCC(CC)COC(=O)C(C#N)c1nc2ccccc2nc1N1CCOCC1 (stereo not given)	-20	3	-9	100	-6	-7	-3.0	11	-2.4
Cc1ccc2nc(N(CCN(C)C)C(=O)/C=C/c3cccs3)sc2c1	-3	6	11	97	9	-70	-0.4	6	-1.1
COc1cccc(CCNC(=O)c2ccc(C#N)cc2)c1	-3	-4	14	105	-2	-9	-1.6	18	-2.2
COCCSc1nnc(NC(=O)C2CC(=O)N(c3ccc(C)cc3)C2)s1 (stereo not given)	-2	4	9	64	-27	5	0.2	34	0.2
COc1ccccc1CNC(=O)[C@H](C)NC(=O)C1CCN(C(=O)[C@@H](N)CC(C)C)CC1	-7	1	4	102	-5	3	-3.7	34	-2.0
O=C(/C=C/c1ccccc1Cl)NC1CCCCC1	-3	5	5	105	-4	-1	-1.9	30	-1.7
CCOCCCNC(=O)c1ccc(N2CCCC2)c(NS(=O)(=O)c2ccc(C)cc2)c1	-7	4	-2	88	-24	-4	-0.8	21	-0.6
Cc1cc(=O)oc2cc(OCC(=O)Nc3cccc(S(=O)(=O)N(C)C)c3)ccc12	-6	5	-1	102	-9	9	-2.9	-2	-3.8
COc1ccc(CNC(=O)C(c2ccncc2)N(C(=O)Cc2cccs2)c2ccccc2)cc1 (stereo not given)	-4	6	5	110	4	9	-0.8	-7	-1.1
CC1CCc2nc(NC(=O)CN3CCOCC3)sc2C1 (stereo not given)	-6	1	6	86	-9	-3	-2.9	44	-2.5

# Record cards, from the list above. Order of screens: p-CIP stab down, IDE act, SUMO HTRF inh, MEKK3 PB1 HTS, FID counter, NS3 helicase inh, IMP-1 inh, PHOSPHO1 inh, VIM-2 inh
# Entry for O=C(CNC(=O)c1ccc(N2C(=O)c3ccccc3C2=O)cc1)OCC(=O)c1ccccc1 : 3, 1, -9, 96, -5, -4, -2.8, -4, -2.4
# Entry for Cc1noc(C)c1C(=O)OC(C)C(=O)Nc1ccc(S(=O)(=O)NC(C)C)cc1 (stereo not given) : -1, -2, 6, 93, -12, -7, -2.9, -10, -0.2
# Entry for Cc1cc(=O)oc2cc(OCC(=O)Nc3cccc(S(=O)(=O)N(C)C)c3)ccc12 : -6, 5, -1, 102, -9, 9, -2.9, -2, -3.8
# Entry for O=C(/C=C/c1ccccc1Cl)NC1CCCCC1 : -3, 5, 5, 105, -4, -1, -1.9, 30, -1.7
# Entry for CC1CCc2nc(NC(=O)CN3CCOCC3)sc2C1 (stereo not given) : -6, 1, 6, 86, -9, -3, -2.9, 44, -2.5

# Next section
# Results follow in this order: p-CIP stab down, IDE act, SUMO HTRF inh, MEKK3 PB1 HTS, FID counter, NS3 helicase inh, IMP-1 inh, PHOSPHO1 inh, VIM-2 inh
> N#Cc1c(Nc2ccc(F)cc2)sc(C(=O)c2ccccc2)c1N
 : -6, -5, 13, 99, -8, 6, -4.1, -5, -4.1
> CCOC(=O)c1ccc(NC(=O)Nc2ccccn2)cc1
 : -6, -1, 3, 101, -1, -3, -2.0, -7, -3.7
> CCC(CC)c1nnc(NC(=O)c2ccco2)s1
 : -8, 8, 19, 108, -8, -23, -3.1, 25, -1.2
> Cc1ccc(CN2C(=O)N/C(=C\c3ccc(N4CCOCC4)cc3)C2=O)cc1
 : 9, 8, 16, 92, -2, 3, -1.1, 6, -1.5
> CCC1CCCN1Cn1cnc2c([nH]c3ccc(OC)cc32)c1=O (stereo not given)
 : -2, 9, 7, 103, 8, 1, -1.9, 3, -0.3
> CN(C)C1(CNC(=O)C2CCN(S(=O)(=O)c3cccc(C(F)(F)F)c3)CC2)CCCCC1
 : -10, 1, 6, 105, 15, -4, 0.1, 33, -1.0
> O=C(O)C1CCCN1C(=O)Nc1ccccc1 (stereo not given)
 : -6, -1, 14, 100, 3, -3, -3.5, 34, -3.9
> O=C(N/N=C/c1ccc(N2CCOCC2)s1)c1ccccc1Cl
 : -9, 0, 10, 97, 1, 6, -3.4, 8, -1.6
> COc1ccc(CC(C)CC(=O)Nc2ccc(OC)cc2)cc1 (stereo not given)
 : 2, 4, 3, 106, -17, -6, -3.7, 51, 1.2
> CCN(CC)C(=O)C(=O)c1cccn1-c1cccc(Cl)c1C#N
 : -11, 7, 19, 101, -7, 2, -2.0, 3, -4.4

# Bioassay records from PubChem.

# Only part of the results is shown; the hit share may differ from the screen's.
